Abeta rescue = restores growth of yeast expressing A-beta42 peptide | yeast expressing A-beta42, growth rescue, OD600, 48 h; response scale: 0% DMSO, 100% iron-clioquinol control | Potency, µM (highest dose often 46.1 µM), for inactives: at the top dose growth rescue, most hits filed as activators | AID 1347071 | 410,000 tested, 0.063% active; further: nearly all actives have a fitted effect of over 55% in size
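Growth rescue measured by 600 nm absorbance after 48 h yeast culture at 30 C with compound. Values normalized between DMSO and an equimolar ferric chloride plus clioquinol control.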
FUS yeast rescue = rescues growth of FUS-expressing yeast; Potency, µM (series often up to 76.6 µM), without a hit: top-dose growth rescue (activation), hits mostly activators; S. cerevisiae FUS-expressing, growth rescue, OD600, 24 h; 390,000 tested, 0.24% active;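 further: plate controls were DMSO vehicle for no effect and reference control for full effect; nearly all actives have a fitted effect of over 55% in size; some results filed as inactive show a strong effect at the top dose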
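Restored growth of FUS-toxic S. cerevisiae, read as 600 nm absorbance after 24 h at 30C in galactose medium (starting OD 0.005). Controls CP55940 and DMSO.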
* hit, by the source's call; ? = inconclusive; [ ] = remark or other dose. The call rests on the fitted dose curve; in most records, active means well fitted activation curve with a large enough effect; inconclusive means small, poorly fitted or top-dose-only effect; inactive means no such curve, though single readings can be large or run the other way. Potency means the concentration at half of the fitted maximal effect.

SMILES	Abeta rescue	FUS yeast rescue
O=C(Cn1c(=O)oc2cc(S(=O)(=O)NCc3ccccc3)ccc21)N(CCO)Cc1ccccc1	-7%	6%
COc1cccc2sc(N3CCN(C(=O)CCS(=O)(=O)c4ccc(F)cc4)CC3)nc12	3%	27%
COc1ccc(NS(=O)(=O)c2ccc(-n3cccn3)cc2)cc1OC	-20%	0%
Cc1cc(NC(=O)C2CCN(S(=O)(=O)c3ccc(Br)s3)CC2)ccc1Br	2%	-24%
Cc1cccc(N2C(=O)N(Cc3ccc(C(C)(C)C)cc3)c3ccccc3S2(=O)=O)c1	11%	29%
CCc1ccc(C(=O)c2cn(CC(=O)NCCc3ccccc3)c3nc(C)ccc3c2=O)cc1	2%	-13%
Cc1ccc(NC(=O)C(NS(=O)(=O)c2ccc3c(c2)CCC(=O)N3)c2ccccc2)cc1C (centres undefined)	-12%	?
CC(C)c1ccc(NC(=O)CSc2ncc3c(n2)-c2ccccc2N(C)S3(=O)=O)cc1	2%	-17%
CCc1cccc(C)c1NC(=O)C1CCN(S(=O)(=O)c2c(C)noc2/C=C/c2c(C)cc(C)cc2C)CC1	7%	6%
COCCCNC(=O)c1ccc2nc(CCc3ccccc3)oc2c1	-5%	-10%
CCOC(=O)N1CCC(NC(=O)c2c(C)nn(-c3cccc(C)c3)c2-n2cccc2)CC1	-3%	33%
COc1cc(NC(=O)CN2CCCN(Cc3cccc(F)c3)S2(=O)=O)cc(OC)c1	-13%	29%
CCN(c1ccccc1)c1nnc(NC(=O)Nc2ccc(Br)c(C)c2)s1	-11%	-23%
Cc1ccc(-n2ncc(C(=O)NCCN3CCc4ccccc4C3)c2C2CCNCC2)cc1C	-13%	-6%
O=C(COc1ccccc1Cl)N(Cc1ccco1)Cc1ccco1	26%	19%
CCc1ccccc1NS(=O)(=O)c1ccc(NC(=O)N2CCCC2)cc1	-10%	3%
Cc1ccc(CCNC(=O)c2ccc3c(c2)N(Cc2ccccc2F)C(=O)c2ccccc2S3=O)cc1 (centres undefined)	4%	13%
CCOc1ccccc1NC(=O)Cn1nc2c3cc(F)ccc3n(Cc3cccc(C)c3)cc-2c1=O	-12%	-11%
CCc1ccc(CNC(=O)CCCN2C(=O)c3cccnc3Oc3ccc(Cl)cc32)cc1	5%	?
Cn1nc(-c2ccccc2)c(-c2ccccc2)c(C(=O)Nc2ccc(S(N)(=O)=O)cc2)c1=O	-2%	?
CC1=C(C(=O)Nc2ccccc2)C(c2ccc(Br)cc2)n2nc(CCCO)nc2N1 (centres undefined)	-6%	2%
COc1cc(NC(=O)C2CCN(S(=O)(=O)c3c(C)noc3/C=C/c3cccs3)CC2)cc(OC)c1	1%	27%
Cc1ccccc1C(=O)Nc1ccc2oc(-c3ccc(Cl)c(Cl)c3)nc2c1	-5%	-14%
CC(C)NC(=O)C1CCC(Cn2c(=O)c3sccc3n(Cc3ccc(F)cc3)c2=O)CC1 (centres undefined)	-10%	-18%
COCC(=O)N1c2nc(-c3ccco3)nn2C2(CCCCC2)[C@@H]2CCCC[C@@H]21	0%	19%

Another view of part of the listing above:
The line under a structure holds: Abeta rescue | FUS yeast rescue
- COc1cccc2sc(N3CCN(C(=O)CCS(=O)(=O)c4ccc(F)cc4)CC3)nc12
 : 3% | 27%
- CCOC(=O)N1CCC(NC(=O)c2c(C)nn(-c3cccc(C)c3)c2-n2cccc2)CC1
 : -3% | 33%

Other compounds.
SMILES	Abeta rescue	FUS yeast rescue
CCOC(=O)c1cnc(N2CCN(c3ccc(C)cc3C)CC2)c2ccccc12	6%	-4%
Cc1ccc(OCCSc2nc3ccc(NC(=O)c4ccc(F)cc4)cc3s2)cc1	-17%	-1%
Cc1ccc(C(=O)c2cn(Cc3ccccc3)c3cc4c(cc3c2=O)OCCO4)cc1	0%	?
COc1cccc(Nc2nc3ccc(C)cc3nc2-n2nc(C)cc2C)c1	-4%	-27%
Cc1ccc(-c2c(C)n3c4c(=O)n(C)c(=O)n(C)c4nc3n2CCO)cc1	4%	19%
O=c1c2ccccc2nc(-c2ccc(Cl)cc2)n1CCCCOc1ccc(F)cc1	-6%	8%
O=C(NCCO)c1ccc(-c2nnc(Nc3ccc(OC(F)(F)Cl)cc3)c3ccccc23)cc1	-7%	?
COc1cccc(CNC(=O)c2cccn2-c2nnc(N3CCCC3)s2)c1	4%	10%
CC(C)c1ccc(NC(=O)C(Cc2ccccc2)NS(=O)(=O)c2ccc3c(c2)oc(=O)n3C)cc1 (centres undefined)	-1%	8%
Cc1ccc(NC(=O)c2nc(S(=O)(=O)Cc3ccc(F)cc3)ncc2Cl)cc1C	-7%	-6%
O=C(C1CCCN(S(=O)(=O)c2ccc(Br)s2)C1)N1CCN(c2cccc(Cl)c2)CC1 (centres undefined)	-2%	-12%
COc1cc(C)ccc1OCCSc1nc2ccc(NC(=O)c3cccs3)cc2s1	-1%	31%
Cc1nc2ccc(S(=O)(=O)N(CC(=O)Nc3ccc(F)cc3F)Cc3ccccc3)cc2s1	-6%	10%
COc1ccc(NC(=O)Cn2nnnc2-c2ccccc2F)c(C)c1	-8%	17%
COc1ccc(C)cc1NS(=O)(=O)c1ccc2c(c1)CCCN2C(C)=O	-7%	23%
Cc1cc(C)c(NC(=O)C2CCCN(C(=O)c3cnn(-c4ccccc4)c3-n3cccc3)C2)c(C)c1 (centres undefined)	-15%	?
Cc1ccc(Cl)cc1N1CCN(CCCNc2ncnc3onc(-c4ccc(F)cc4)c23)CC1	-4%	-11%
Cc1cccc(OCC(=O)Nc2c(C(=O)Nc3ccc(F)cc3)oc3ccccc23)c1	8%	-14%
CCCn1c(=O)c2sccc2n2c(CCCC(=O)N3CCN(c4cccc(Cl)c4)CC3)nnc12	0%	-26%
O=C(CCC1N=C2c3ccccc3N=C(SCc3cccc(F)c3)N2C1=O)NCc1ccc(F)cc1 (centres undefined)	-1%	25%
Cc1cc(C)c2nc(N(Cc3cccnc3)C(=O)c3ccc(S(=O)(=O)N(C)C)cc3)sc2c1	-13%	9%
Cc1nc(N2CCCC2)c2c(C(=O)N3CCN(c4cccc(C)c4C)CC3)c(C)oc2n1	2%	28%
CCCOc1cccc(C2c3c(oc4ccc(F)cc4c3=O)C(=O)N2Cc2ccc3c(c2)OCO3)c1 (centres undefined)	-14%	6%
Cc1ccc(-n2ncc(C(=O)Nc3ccc4c(c3)OCO4)c2C2CCN(C(=O)OC(C)(C)C)CC2)c(C)c1	-3%	?
CC1=C(C(=O)Nc2cccnc2)C(c2cccc(F)c2)n2nc(SCc3ccccc3F)nc2N1 (centres undefined)	-14%	11%

(more compounds)
SMILES	Abeta rescue	FUS yeast rescue
O=C(Nc1cc(-c2nc3cc(Cl)ccc3o2)ccc1Cl)c1cccc2ccccc12	-5%	-8%
CCOC(=O)c1sc2ncn(CC(=O)Nc3ccc(OCC)cc3)c(=O)c2c1C	3%	-19%
Cc1cccn2c(=O)c3cc(C#N)c(=O)n(-c4nnc(SCc5ccc(F)cc5)s4)c3nc12	-14%	-16%
COc1ccc(C2CC(=O)Nc3c2c(C)nn3-c2nncc(-c3ccc(C)cc3)n2)c(OC)c1OC (centres undefined)	-16%	5%
COc1ccc(CNc2nc3c(-c4ccc(C)cc4)nnn3c3ccccc23)cc1	6%	-23%
Cc1ccc(CNC(=O)CCN2C(=O)C(C)Oc3ccc(C)cc32)cc1 (centres undefined)	-3%	28%
Cc1nnc(N2CCN(c3ccccc3)CC2)c2c1nnn2Cc1ccc(F)cc1	-11%	-15%
Cc1ccc(CNC(=O)C2CCN(S(=O)(=O)Cc3ccccc3)CC2)cc1	2%	-20%
COc1ccc(NS(=O)(=O)c2ccc(NC(=O)N3CCCC3)cc2)cc1	-16%	3%
CCOC(=O)N1CCN(C(=O)c2c(C)nn(-c3cccc(C)c3)c2-n2cccc2)CC1	7%	29%
Cc1ccc(NC(=O)CSc2cn(CC(=O)N3CCOCC3)c3ccccc23)cc1Cl	0%	3%
CCc1ccc(CNC(=O)C2CCN(c3nn4cc(-c5ccc(OC)cc5)nc4s3)CC2)cc1	5%	12%
Cc1ccc(NC(=O)Cn2c(=O)n(CCCCC(=O)NCc3ccc4c(c3)OCO4)c(=O)c3ccccc32)cc1	-2%	8%
Cc1cccc(C)c1OCC(=O)Nc1c(C(=O)c2ccccc2)oc2ccccc12	-17%	3%
CCN(C(=O)CN(C)S(=O)(=O)c1ccc2c(c1)c(=O)n(C)c(=O)n2C)c1ccc(OC)cc1	4%	-4%
CSc1nc(C)cc(Nc2cccc(C(=O)O)c2)n1	7%	3%
CCOc1ccc(N(CC)C(=O)c2cc3c(s2)-c2ccccc2OC3)cc1	-7%	36%
CCOc1ccc(NC(=O)Cc2coc3ccc(C)cc23)cc1	-1%	4%
Cc1ccc(S(=O)(=O)c2cn(CC(=O)Nc3ccc4c(c3)OCO4)c3ccc(F)cc3c2=O)cc1	-5%	10%
Cc1ccc(C)c(NC(=O)CCNS(=O)(=O)c2ccc3c(c2)CCCC(=O)N3)c1	-15%	-10%
CCCn1c(=N)c(C(=O)NCc2cccnc2)cc2c(=O)n3ccccc3nc21	-4%	-7%
COc1ccc(NC(=O)CSc2cn(CC(=O)N3CCCCC3)c3ccccc23)c(OC)c1	-1%	36%
O=C(Nc1ccc(OC(F)(F)F)cc1)c1noc2c1CCCC2	13%	-2%
Cc1cc(C)cc(-n2ccnc2SCC(=O)Nc2nc3ccc(C)cc3s2)c1	-11%	-9%
O=C(COc1ccc(F)cc1)Nc1ccc(C(=O)OCc2cc(=O)n3nc(C4CC4)sc3n2)cc1	-18%	-17%

In a second layout: 4 of the compounds above
Cc1cc(NC(=O)C2CCN(S(=O)(=O)c3ccc(Br)s3)CC2)ccc1Br
  Abeta rescue = 2%; FUS yeast rescue = -24%

Cc1cccc(N2C(=O)N(Cc3ccc(C(C)(C)C)cc3)c3ccccc3S2(=O)=O)c1
  Abeta rescue = 11%; FUS yeast rescue = 29%

CCc1ccc(C(=O)c2cn(CC(=O)NCCc3ccccc3)c3nc(C)ccc3c2=O)cc1
  Abeta rescue = 2%; FUS yeast rescue = -13%

Cc1ccc(NC(=O)C(NS(=O)(=O)c2ccc3c(c2)CCC(=O)N3)c2ccccc2)cc1C (centres undefined)
  Abeta rescue = -12%; FUS yeast rescue = ?

The list goes on:
SMILES	Abeta rescue	FUS yeast rescue
CCC(=O)N1c2ccccc2C(C)(c2ccccc2)CC1(C)C (centres undefined)	17%	-3%
Cc1ccc(NC(=O)c2nc(S(C)(=O)=O)ncc2N(Cc2ccco2)Cc2ccco2)cc1	18%	10%
Cc1cc2oc(C(=O)N(Cc3ccco3)Cc3ccccc3Cl)c(C)c2cc1C	-21%	-3%
COc1ccc(CNC(=O)c2ccc(NC(=O)N3CCCCc4ccccc43)cc2)c(OC)c1	-4%	16%
COc1ccc(S(=O)(=O)Nc2cc(-c3cn4ccc(C)cc4n3)ccc2C)cc1OC	-20%	20%
COc1cccc(CNCCSc2nnnn2C)c1OCc1ccccc1	-18%	-6%
CCOC(=O)c1c(C)oc2nc(C)nc(NCC3CCN(Cc4cccc(C)c4)CC3)c12	-16%	-13%
CC(NC(=O)CSc1nc(-c2cccc(Cl)c2)nc2cc(=O)[nH]n12)c1nc2ccccc2n1C (centres undefined)	-10%	15%
Cc1ccc(-n2nc3c(=O)n(CCCC(=O)NCCc4ccccc4Cl)nc(C)c3c2C)cc1	16%	18%
O=C(NCCc1ccc(Cl)cc1)c1ccc2nc(Cc3ccccc3)oc2c1	29%	18%
Cc1cc(C)cc(NC(=O)c2sc3nc4n(c(=O)c3c2C)N=C(c2ccccc2)CS4)c1	-9%	-18%
COc1ccc(OC)c(NC(=O)C2CCN(S(=O)(=O)c3c(C)noc3/C=C/c3ccc(C)cc3)CC2)c1	-6%	2%
CCCN(C(=O)Cn1cnc2sc(C)c(S(=O)(=O)N3CCN(c4ncccn4)CC3)c2c1=O)c1cccc(C)c1	0%	16%
Cc1ccc(NC(=O)CN(C)S(=O)(=O)c2ccc3[nH]c4c(c3c2)CCCC4)c(Cl)c1	-16%	33%
Cc1ccc(NC(=O)c2ccc(NC(=O)N3CCSc4nc(C)cc(C)c43)cc2)c(Cl)c1	-8%	1%
CCOc1ccccc1Nc1nnc(-c2cc3cc(OC)ccc3oc2=O)s1	4%	-20%
Cc1cc(C)cc(NC(=O)c2cnc3sc(N4CCCC4)nn3c2=O)c1	2%	-11%
OCc1cnc(SCc2ccccc2F)n1Cc1ccc(F)cc1	-8%	-4%
COc1ccc(CNC(=O)c2cc3ccccn3n2)cc1OC	-5%	-3%
Cc1cc(C)cc(NC(=O)Cn2cc(C(=O)c3cccs3)c3ccccc32)c1	-15%	-7%
COc1cc(OC)c(Nc2cc(C)nc3ncnn23)cc1Cl	-23%	-91%[inhibitor]
CCOc1ccc2c(c1)NC(c1cccs1)=NC(c1ccc(F)cc1)=N2	-5%	?
CC(C)Oc1ccc(CNC(=O)CCCn2c(=O)c3cccn3c3cccnc32)cc1	-13%	?
CCC1CCCCN1S(=O)(=O)c1cc(C(=O)Nc2ccc(C)c(F)c2)ccc1F (centres undefined)	-10%	10%
CCN1CCN(CCCNC(=O)c2cnn(-c3ccc(C)cc3C)c2C2CCN(C(=O)OC(C)(C)C)CC2)CC1	7%	36%
Cc1ccc2nc3sc(C(=O)Nc4ccc(F)cc4)cc3cc2c1	-11%	-15%

An excerpt of these results, as a markdown table.
| SMILES | Abeta rescue | FUS yeast rescue |
| --- | --- | --- |
| COc1cccc(CNCCSc2nnnn2C)c1OCc1ccccc1 | -18% | -6% |
| CC(C)Oc1ccc(CNC(=O)CCCn2c(=O)c3cccn3c3cccnc32)cc1 | -13% | ? |
| Cc1ccc(NC(=O)CN(C)S(=O)(=O)c2ccc3[nH]c4c(c3c2)CCCC4)c(Cl)c1 | -16% | 33% |
| COc1ccc(CNC(=O)c2cc3ccccn3n2)cc1OC | -5% | -3% |

The list is partial (hit frequency here may not be typical).
